ALOX12 inh: Primary qHTS assay for inhibitors of human arachidonate 12S-lipoxygenase (ALOX12): Round 2. Polyunsaturated fatty acid lipoxygenase ALOX12 (Homo sapiens), P18054. purified 12hLO, xylenol orange hydroperoxide absorbance. Potency, µM (top dose mostly 108 µM), for the others: top-dose activity change, negative = inhibition, hits mostly inhibitors. hit rate 1.1% among 580,000. AID 1671190, 2021; further: potency means the concentration at half of the fitted maximal effect; on the % scale 0 is the no-effect control and ±100 the full control effect
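Hydroperoxide product was detected by ferrous iron/xylenol orange as the 573 to 405 nm absorbance ratio. Arachidonic acid at 40 uM (final) was turned over for 30 min at room temperature by 150 nM human 12hLO, pH 7.0 Hepes buffer, after 15 min compound preincubation.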
RGS4 inhibitor: Inhibitors of Regulator of G Protein Signaling (RGS) 4: qHTS; Potency, µM (titrated, usually from 114 µM), for inactives: top-dose activity change, negative = inhibition, actives largely listed as inhibitors; Transcreener GDP fluorescence polarization, RGS4-accelerated GTP hydrolysis; AID 504845, 2011; Regulator of G-protein signaling 4 (Homo sapiens), P49798; hit rate 0.039% among 390,000; further: potency means the concentration at half of the fitted maximal effect; on the % scale 0 is the no-effect control and ±100 the full control effect; nearly all actives have a fitted effect of over 75% in size; some results filed as inactive show a strong effect at the top dose
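MLSMR compounds (23 nl, pin-transferred) preincubated 10 min at room temperature with a 500nM (2x) first reagent, then RGS4 at 900nM (2x) plus Transcreener GDP mix added; fluorescence polarization (620/688 nm) read before and after 90 min at 30 °C.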
G9a inh: qHTS Assay for Inhibitors of Histone Lysine Methyltransferase G9a | Histone-lysine N-methyltransferase EHMT2 (Homo sapiens), Q96KQ7 | G9a H3K9 monomethylation, AlphaScreen, 2 h | Potency, µM (series often up to 102 µM), inactives show at the top dose activity, negative = inhibition, usual class: inhibitors | hit rate 8.8% among 350,000; further: potency means the concentration at half of the fitted maximal effect; on the % scale 0 is the no-effect control and ±100 the full control effect; nearly all actives have a fitted effect of over 75% in size
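G9a (20 nM) preincubated 15 min RT with compounds, then 500 nM biotinylated H3K9 peptide and 20 uM SAM added; 2 h RT reaction. Monomethyl-H3K9 product detected by AlphaScreen with anti-H3K9me1 antibody, streptavidin donor and anti-rabbit IgG acceptor beads.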
JMJD2A Tudor inh: qHTS Assay for Inhibitors of JMJD2A-Tudor Domain. AID 504339, 2011. Lysine-specific demethylase 4A (Homo sapiens), O75164. hit rate 4.4% among 390,000. Potency, µM (doses to about 114 µM), for inactives: top-dose activity change, negative = inhibition, actives largely listed as inhibitors. AlphaScreen JMJD2A-Tudor / H3K4me3 peptide binding; further: potency means the concentration at half of the fitted maximal effect; on the % scale 0 is the no-effect control and ±100 the full control effect; nearly all actives have a fitted effect of over 50% in size
ERG-DNA inh: qHTS for Small Molecule Inhibitors of the ERG Ets/DNA interaction; Potency, µM (highest dose often 76.9 µM), for inactives: at the top dose FP activity, negative = inhibition, hits mostly inhibitors; fluorescence polarization, His-ERG Ets domain / labelled DNA; AID 624246, 2012; Transcriptional regulator ERG (Homo sapiens), P11308; hit rate 0.028% among 370,000; active means well fitted inhibition curve with a large enough effect in the polarisation, with a control signal flat; inconclusive means small, poorly fitted or top-dose-only effect, or effect the other way, or a change in a side signal; inactive means no such curve, though single readings can be large or run the other way; the % refers to the polarisation;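 further: polarization taken with two DNA probes labelled with fluorescein and Texas red; potency means the concentration at half of the fitted maximal effect; % of control where 0% means no effect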
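His-tagged ERG Ets domain (1 uM in the protein solution; 300mM KCl, 50mM Tris-HCl, 1mM EDTA, 1mM DTT, pH 7.5) received compound, then a probe mix of 5 nM fluorescein-DNA and 100nM Texas-615-DNA. Fluorescence polarization was read for both dyes.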
PI4K2A inh: qHTS for small molecular inhibitors of PI4K2A; Phosphatidylinositol 4-kinase type 2-alpha (Homo sapiens), Q9BTU6; purified PI4K2A, ADP-Glo luminescence, 1 h; active compounds read low; activity change, negative = inhibition, % at 76.9 µM; hit rate 0.13% among 420,000; in the data active means activity change below about -50%; inconclusive means mostly about -30% to -49%;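 further: -100% = wells without enzyme as full effect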
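In this quantitative HTS, ADP production by PI4K2A was quantified luminescently after 1 h at ambient temperature; 100 microM adenosine served as plate-quality control.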
HP1b binding inh: HTS for Inhibitors of HP1-beta Chromodomain Interactions with Methylated Histone Tails. hit rate 0.56% among 390,000. Chromobox protein homolog 1 (Homo sapiens), P83916. Potency, µM (top dose mostly 114 µM), for inactives: top-dose activity change, negative = inhibition, hits mostly inhibitors. AlphaScreen HP1-beta / biotin-H3K9me3 peptide binding; further: potency means the concentration at half of the fitted maximal effect; nearly all actives have a fitted effect of over 70% in size; inactives centre near 23
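Compound inhibition of the preformed complex between 50 nM HP1-beta and 50 nM biotinylated H3K9me3 peptide was read by AlphaScreen. Buffer was PBS pH 7.4 with 0.01% Tween-20. Incubations ran 30 min at room temperature, with 10 ug/mL donor/acceptor beads.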
BAZ2B inh: qHTS Assay for Inhibitors of BAZ2B. hit rate 4.4% among 360,000. AlphaScreen BAZ2B-H3K14Ac peptide displacement. Bromodomain adjacent to zinc finger domain protein 2B (Homo sapiens), Q9UIF8. Potency, µM (top dose mostly 114 µM), inactives show at the highest dose activity change, negative = inhibition, usual class: inhibitors; further: potency means the concentration at half of the fitted maximal effect; on the % scale 0 is the no-effect control and ±100 the full control effect; nearly all actives have a fitted effect of over 60% in size
Target sequence (Q9UIF8 whole entry, looked up, the tested form may be a part): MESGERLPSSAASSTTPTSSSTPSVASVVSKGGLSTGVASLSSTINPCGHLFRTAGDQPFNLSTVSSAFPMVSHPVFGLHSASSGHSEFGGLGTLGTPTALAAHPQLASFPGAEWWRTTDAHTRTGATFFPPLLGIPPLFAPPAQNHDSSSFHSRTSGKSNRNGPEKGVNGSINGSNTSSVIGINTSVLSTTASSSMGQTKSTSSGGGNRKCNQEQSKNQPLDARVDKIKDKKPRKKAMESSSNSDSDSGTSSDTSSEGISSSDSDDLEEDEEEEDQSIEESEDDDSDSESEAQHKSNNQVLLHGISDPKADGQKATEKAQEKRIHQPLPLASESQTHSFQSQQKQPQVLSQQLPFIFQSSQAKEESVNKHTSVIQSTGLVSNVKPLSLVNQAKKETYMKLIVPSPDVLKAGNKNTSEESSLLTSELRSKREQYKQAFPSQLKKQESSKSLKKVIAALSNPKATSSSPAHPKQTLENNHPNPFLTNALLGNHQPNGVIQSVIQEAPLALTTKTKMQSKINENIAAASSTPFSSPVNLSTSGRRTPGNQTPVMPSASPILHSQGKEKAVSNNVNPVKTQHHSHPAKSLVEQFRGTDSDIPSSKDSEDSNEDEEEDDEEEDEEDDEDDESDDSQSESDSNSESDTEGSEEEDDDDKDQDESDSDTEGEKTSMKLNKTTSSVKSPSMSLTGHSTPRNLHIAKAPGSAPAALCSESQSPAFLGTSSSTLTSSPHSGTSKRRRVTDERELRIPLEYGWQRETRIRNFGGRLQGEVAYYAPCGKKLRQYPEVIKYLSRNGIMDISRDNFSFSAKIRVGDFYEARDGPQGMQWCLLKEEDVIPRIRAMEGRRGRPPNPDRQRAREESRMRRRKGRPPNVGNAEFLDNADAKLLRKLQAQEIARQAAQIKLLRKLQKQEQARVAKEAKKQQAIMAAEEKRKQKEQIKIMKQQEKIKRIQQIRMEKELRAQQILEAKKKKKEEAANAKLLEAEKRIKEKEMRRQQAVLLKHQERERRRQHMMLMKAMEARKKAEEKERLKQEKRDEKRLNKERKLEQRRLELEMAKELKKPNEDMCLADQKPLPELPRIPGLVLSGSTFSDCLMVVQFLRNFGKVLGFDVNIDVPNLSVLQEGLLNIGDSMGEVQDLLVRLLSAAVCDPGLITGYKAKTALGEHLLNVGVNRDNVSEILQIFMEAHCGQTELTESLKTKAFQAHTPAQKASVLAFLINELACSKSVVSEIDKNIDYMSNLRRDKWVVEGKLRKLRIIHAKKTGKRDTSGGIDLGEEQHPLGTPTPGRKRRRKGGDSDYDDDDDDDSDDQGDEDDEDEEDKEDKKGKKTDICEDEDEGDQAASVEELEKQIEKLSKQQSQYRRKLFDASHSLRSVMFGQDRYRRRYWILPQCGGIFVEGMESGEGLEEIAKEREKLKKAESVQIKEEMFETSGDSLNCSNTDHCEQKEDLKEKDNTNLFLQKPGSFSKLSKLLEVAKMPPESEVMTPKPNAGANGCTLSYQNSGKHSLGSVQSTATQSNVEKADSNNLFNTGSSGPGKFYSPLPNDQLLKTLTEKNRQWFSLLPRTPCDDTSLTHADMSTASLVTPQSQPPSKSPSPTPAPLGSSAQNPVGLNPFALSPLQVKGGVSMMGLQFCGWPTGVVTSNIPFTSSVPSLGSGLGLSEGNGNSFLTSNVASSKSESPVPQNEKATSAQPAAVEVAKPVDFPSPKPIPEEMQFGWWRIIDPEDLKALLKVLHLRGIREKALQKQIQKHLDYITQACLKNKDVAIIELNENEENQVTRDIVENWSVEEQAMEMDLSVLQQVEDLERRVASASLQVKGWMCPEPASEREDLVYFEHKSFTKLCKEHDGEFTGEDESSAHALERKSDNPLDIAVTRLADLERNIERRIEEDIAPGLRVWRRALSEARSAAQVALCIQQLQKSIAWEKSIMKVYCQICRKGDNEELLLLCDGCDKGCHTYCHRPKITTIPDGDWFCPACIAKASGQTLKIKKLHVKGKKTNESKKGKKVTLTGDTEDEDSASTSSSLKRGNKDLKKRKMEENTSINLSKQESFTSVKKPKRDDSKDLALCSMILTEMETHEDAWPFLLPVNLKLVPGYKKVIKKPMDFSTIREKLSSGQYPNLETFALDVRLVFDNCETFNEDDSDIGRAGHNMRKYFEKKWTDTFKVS
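AlphaScreen luminescence quantifies BAZ2B engagement of H3K14Ac peptide; the protein and biotinylated peptide are both at 50 nM final, buffer PBS pH 7.4 with 0.01% Tween-20, all steps at room temperature.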
GLS inh: qHTS for Inhibitors of Glutaminase (GLS). Glutaminase kidney isoform, mitochondrial (Homo sapiens), O94925. GLS enzymatic activity, qHTS titration. Potency, µM (titrated, usually from 45.5 µM), inactives show at the highest dose activity change, negative = inhibition, actives largely listed as inhibitors. hit rate 0.21% among 410,000; further: potency means the concentration at half of the fitted maximal effect; on the % scale 0 is the no-effect control and ±100 the full control effect
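Read-out is an Amplex red fluorescence increase coupled through glutamate oxidase and HRP, measured before and after 30 min room-temperature incubation. hKGA is in 45 mM KH2PO4 (pH 8.2) with 0.02% Tween-20; glutamine added as 1mM solution.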
* marks the source's active call; other numbers are inactive results; & = joins results of further samples; [ ] = another dose, or the depositor's remark. Unless noted, the call rests on the fitted dose curve; in most records, active means well fitted curve in the direction sought with a large enough effect; inconclusive means small, poorly fitted or top-dose-only effect, or another doubt; inactive means no such curve, though single readings can be large; an effect the other way counts as inactive or inconclusive. An excerpt; rates above refer to the full screens.

What do the screens show for `Cc1ccc(S(=O)(=O)NC(C)(C)C)cc1C(=O)OC(C)C(=O)NC1CC1` (stereo unspecified)?
ALOX12 inh: 2%; RGS4 inhibitor: -10%; G9a inh: 8%; JMJD2A Tudor inh: 0%; ERG-DNA inh: -3%; PI4K2A inh: -2; HP1b binding inh: 36%; BAZ2B inh: 6%; GLS inh: -6%

How did Cc1ccc(C(=O)NCCCCNC(=O)c2ccc(C)o2)o1 do in these assays?
ALOX12 inh: 1%; RGS4 inhibitor: -11%; G9a inh: inconclusive; JMJD2A Tudor inh: -2%; ERG-DNA inh: -6%; PI4K2A inh: -9; HP1b binding inh: 46%[activator]; BAZ2B inh: inconclusive; GLS inh: 2%

How did COCC(=O)Nc1ccc(Br)cc1 do in these assays?
ALOX12 inh: 146%[activator]; RGS4 inhibitor: -13%[11.4 µM]; G9a inh: 8%[59 µM]; JMJD2A Tudor inh: 13%[57.1 µM]; ERG-DNA inh: 4%; PI4K2A inh: -5; HP1b binding inh: 25%; BAZ2B inh: 6%; GLS inh: -7%

What do the screens show for `CC(C(=O)Nc1ccccc1C(=O)N1CCCC1)n1nnc2ccccc21` (stereo unspecified)?
ALOX12 inh: -21%; RGS4 inhibitor: -45%; G9a inh: 18µM*; JMJD2A Tudor inh: -11%; ERG-DNA inh: -1%; PI4K2A inh: 0; HP1b binding inh: 3%; BAZ2B inh: 5%; GLS inh: -3%

What do the screens show for `CN1C(=O)C(CC(=O)Nc2ccc(Cl)cc2)N(Cc2ccco2)C1=S` (stereo unspecified)?
ALOX12 inh: inconclusive; RGS4 inhibitor: -20%[56.9 µM]; G9a inh: 45µM*; JMJD2A Tudor inh: -32%; ERG-DNA inh: -11%; PI4K2A inh: -10; HP1b binding inh: 13%; BAZ2B inh: inconclusive; GLS inh: -3%

How did CCN(CC)CCNC(=O)c1ccc(NC(=O)c2ccc(C(=O)c3ccccc3)cc2)cc1 do in these assays?
RGS4 inhibitor: -33%; G9a inh: 7.1µM*; JMJD2A Tudor inh: -15%; ERG-DNA inh: 1%; PI4K2A inh: 1; HP1b binding inh: 7%; BAZ2B inh: -17%; GLS inh: -1%

What do the screens show for `CCC(=O)N1CCc2cc(Br)cc(S(=O)(=O)N(C)c3ccc(OC)cc3)c21`?
ALOX12 inh: -27%; RGS4 inhibitor: 2%; G9a inh: -6%[59 µM]; JMJD2A Tudor inh: -6%; ERG-DNA inh: 7%; PI4K2A inh: 4; HP1b binding inh: 18%; BAZ2B inh: 3%; GLS inh: -5%

What do the screens show for `CCN(CC)CCCNC(=O)c1cn(CC)c2ccc(S(=O)(=O)N3CCc4ccccc4C3)cc2c1=O`?
ALOX12 inh: inconclusive; RGS4 inhibitor: 10%&-13%; G9a inh: -42%; JMJD2A Tudor inh: -14%&-24%; ERG-DNA inh: 1%&7%; PI4K2A inh: -5&-1; HP1b binding inh: 23%&70%; BAZ2B inh: 1%; GLS inh: 1%&2%

What do the screens show for `C/C(=N\NC(=O)C1CC1c1ccccc1)c1cccs1` (stereo unspecified)?
ALOX12 inh: 8%; RGS4 inhibitor: 34%; G9a inh: 35%[0.501 µM]; JMJD2A Tudor inh: -6%; ERG-DNA inh: 4%; PI4K2A inh: 2; HP1b binding inh: 18%; BAZ2B inh: 5%; GLS inh: 5%

What do the screens show for `Cc1cc(C)c2oc(=O)cc(CN3CCC(C)CC3)c2c1`?
ALOX12 inh: inconclusive; RGS4 inhibitor: -15%; G9a inh: -4%; JMJD2A Tudor inh: 9%; ERG-DNA inh: 29%; PI4K2A inh: -4; HP1b binding inh: 47%[activator]; BAZ2B inh: 3%; GLS inh: -10%

How did CCc1ccccc1N1C(=O)[C@@H]2Cc3ccccc3CN2C1=O do in these assays?
ALOX12 inh: -23%; RGS4 inhibitor: 11%; JMJD2A Tudor inh: 10%; ERG-DNA inh: -1%; PI4K2A inh: -1; HP1b binding inh: 48%[activator]; BAZ2B inh: 1%; GLS inh: 2%

Results for OCC1(CC2CCCCO2)CCN(Cc2cccc(O)c2)CC1 (stereo unspecified) ?
ALOX12 inh: 3%; RGS4 inhibitor: 12%; G9a inh: 6%; JMJD2A Tudor inh: -2%; ERG-DNA inh: -12%; PI4K2A inh: -4; HP1b binding inh: 55%[activator]; BAZ2B inh: -9%; GLS inh: 13%

How did COc1ccccc1N1CCN(C(=S)NC(=O)/C=C/c2ccc(F)cc2)CC1 do in these assays?
ALOX12 inh: 23%; RGS4 inhibitor: -16%; JMJD2A Tudor inh: -31%; ERG-DNA inh: 4%; PI4K2A inh: 3; HP1b binding inh: 36%; BAZ2B inh: -14%; GLS inh: 11%

How did N#Cc1c(NCCCO)nc(-c2ccccc2)c2c1CCCC2 do in these assays?
ALOX12 inh: -1%; RGS4 inhibitor: inconclusive; G9a inh: 77%[activator]; JMJD2A Tudor inh: 3%; ERG-DNA inh: -3%; PI4K2A inh: 2; HP1b binding inh: 116%[activator]; BAZ2B inh: 24%; GLS inh: -8%

What do the screens show for `COc1ccc(C2=NOC(Cn3nc(C(=O)NCc4cccs4)cc3-c3ccccc3)C2)cc1` (stereo unspecified)?
ALOX12 inh: -18%; RGS4 inhibitor: 0%; G9a inh: -8%[2.33 µM]; JMJD2A Tudor inh: -21%; ERG-DNA inh: -2%; PI4K2A inh: 1; HP1b binding inh: 12%; BAZ2B inh: -4%; GLS inh: 1%

Results for CCOC(=O)c1[nH]c(C)c(C(=O)Nc2ccccc2F)c1C ?
ALOX12 inh: -4%; RGS4 inhibitor: -18%; G9a inh: 12%[59 µM]; JMJD2A Tudor inh: -21%; ERG-DNA inh: -2%; PI4K2A inh: 0; HP1b binding inh: 11%; BAZ2B inh: -33%; GLS inh: inconclusive

What do the screens show for `COc1ccc(-c2nc(C3CCCCC3)c3cc(OC)ccc3n2)cc1`?
ALOX12 inh: 10%; RGS4 inhibitor: 16%; G9a inh: 1%[2.33 µM]; JMJD2A Tudor inh: 43%[activator]; ERG-DNA inh: 23%; PI4K2A inh: -1; HP1b binding inh: 82%[activator]; BAZ2B inh: 7%; GLS inh: -20%

Results for COc1cccc(CN(C)Cc2nc(C3CC3)no2)c1 ?
ALOX12 inh: 0%; RGS4 inhibitor: 25%; G9a inh: 21%; JMJD2A Tudor inh: 0%; ERG-DNA inh: 4%; PI4K2A inh: 2; HP1b binding inh: 16%; BAZ2B inh: 2%; GLS inh: 2%

How did CN(CC(=O)Nc1ccc(N2CCOCC2)cc1)C(=O)c1ccc(CS(C)(=O)=O)cc1 do in these assays?
ALOX12 inh: -18%; RGS4 inhibitor: 31%; JMJD2A Tudor inh: -3%; ERG-DNA inh: -1%; PI4K2A inh: -6; HP1b binding inh: 4%[57 µM]; GLS inh: 14%

Results for O=S(=O)(NCCCCCNS(=O)(=O)c1c(F)cccc1F)c1ccc2c(c1)OCCO2 ?
ALOX12 inh: -1%; RGS4 inhibitor: 8%; G9a inh: 4%[0.501 µM]; JMJD2A Tudor inh: -11%&-14%; PI4K2A inh: 6; HP1b binding inh: 20%; BAZ2B inh: 2%; GLS inh: -10%

Results for Cc1cccc(C)c1NC(=O)CNC(=O)c1ccc(COc2ccccc2)o1 ?
ALOX12 inh: -6%; RGS4 inhibitor: 2%; G9a inh: 8%[2.33 µM]; JMJD2A Tudor inh: -3%; ERG-DNA inh: -3%; PI4K2A inh: -3; HP1b binding inh: 50%[activator]; BAZ2B inh: -1%; GLS inh: -6%

What do the screens show for `CCOC(=O)/C(=N\Nc1cccc(Cl)c1)Sc1nnc(-c2ccc(OC)cc2)n1C`?
ALOX12 inh: inconclusive; RGS4 inhibitor: -40%; G9a inh: 8.9µM*; JMJD2A Tudor inh: -15%; PI4K2A inh: 7; HP1b binding inh: 25%; BAZ2B inh: -9%; GLS inh: 1%

How did COCc1ccc(C(=O)N2CCCC(C(=O)c3cccc(C(F)(F)F)c3)C2)o1 (stereo unspecified) do in these assays?
ALOX12 inh: -3%; RGS4 inhibitor: 20%; G9a inh: -7%; JMJD2A Tudor inh: -8%; ERG-DNA inh: -5%; PI4K2A inh: 3; HP1b binding inh: 38%; BAZ2B inh: 6%; GLS inh: -1%

Results for COc1ccc(NC(=O)CSC2CCCCC2)cc1 ?
ALOX12 inh: -6%; RGS4 inhibitor: 5%; G9a inh: -45%[12.7 µM]; JMJD2A Tudor inh: -10%; ERG-DNA inh: -21%; PI4K2A inh: 1; HP1b binding inh: 30%; BAZ2B inh: 8%; GLS inh: -1%

How did Fc1ccc(NC(=S)N2CCCC(c3ccccc3)=N2)cc1 do in these assays?
ALOX12 inh: -15%; RGS4 inhibitor: 22%; G9a inh: 89%[activator]; JMJD2A Tudor inh: 13%; ERG-DNA inh: 3%; PI4K2A inh: 2; HP1b binding inh: 44%[activator]; BAZ2B inh: 4%; GLS inh: -15%

Compound activity from PubChem.
